Compound activity: PubChem BioAssay, National Center for Advancing Translational Sciences (NCATS)
Pf Dd2 growth: qHTS Primary assay for Inhibitors of Plasmodium falciparum Dd2 growth in vitro | P. falciparum Dd2 growth, SYBR Green, 72 h | Potency, µM (titrated, usually from 28.9 µM), without a hit: top-dose activity, negative = inhibition, hits mostly inhibitors | 120,000 tested, 4.3% active | AID 1347417, 2020; active = well fitted inhibition curve with a large enough effect; inconclusive = small, poorly fitted or top-dose-only effect; inactive = no such curve, though single readings can be large or run the other way;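 note: plate controls were DMSO vehicle for no effect and reference drug for full effect; nearly all actives have a fitted effect of over 65% in size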
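Infected erythrocytes (Dd2, 0.3% parasitemia, 2.5% hematocrit final) are added to compound in RPMI-1640/Albumax II medium, grown 72 h at 37C in low oxygen, then lysed with saponin/Triton-X containing SYBR Green and read by fluorescence.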
Starred values were filed as active, the others as inactive; i = inactive; ? = inconclusive; [ ] = another dose, or the depositor's remark. Potency is the fitted concentration of half-maximal effect.

SMILES | Pf Dd2 growth
CCc1nn(CC(=O)N2CCN(c3cccc(C)c3)C(C)C2)c(=O)c2cc3sccc3n12 (stereo not given) | -27.0%
COC(=O)c1cc(S(=O)(=O)N2CCN(c3cc(Cl)ccc3C)CC2)c[nH]1 | i
Cn1cccc1C(=O)N1CCCC(c2nn[nH]n2)C1 (stereo not given) | 23.6%
CCc1csc(CNc2cc(C3CC(O)C3)nc(N)n2)n1 (stereo not given) | 0.1%
CC(C)CNC1(Cc2cc(CN(C)Cc3ccccc3)on2)COC1 | i
COc1cccc(C(=O)Nc2nc3nc(C)c(Cc4ccccc4)c(=O)n3[nH]2)c1 | 26.6%
Clc1ccc2oc([C@H]3CCN(Cc4ccccc4)C3)nc2c1 | ?
COC(=O)c1c(NC(=O)CCCOc2ccccc2)sc2c1CCC(C)C2 (stereo not given) | 7.1%
CC(=O)NCCCC(=O)N1C2CCC1CN(c1ccc(C(F)(F)F)cc1)C2 | 1.4%
CC(C)N1CCN(C(=O)CCC2CCN(S(=O)(=O)c3ccccc3F)CC2)CC1 | ?
Cc1nnc(N2CCC(C(=O)NCc3ccc(N(C)C)cc3)CC2)c2nn(-c3ccccc3)c(C)c12 | ?
CCn1cc(C(=O)N[C@@H]2COCC[C@@H]2OCC2CC2)c(=O)c2ccc(C)nc21 | -5.5%
CCn1ccnc1CN(C)C(=O)c1cc(-c2cnc(C)nc2)nc2cc(F)ccc12 | -6.4%
COc1cccc(C(=O)NCC2CCCN(Cc3ccc(Cl)cc3)C2)c1OC (stereo not given) | ?
CC(=O)c1cccc(NC(=O)Cn2c(-c3ccccc3)nc(C)cc2=O)c1 | i
COc1ccc(CNC[C@H]2C[C@@H]3CCN2C[C@@H]3c2cc(C3CCCCC3)nn2C)cc1 | ?
CN(C)C(=O)NCC(=O)N1CCc2[nH]nc(-c3ccc(F)c(F)c3)c2C1 | 3.1%
COC(=O)c1ccccc1NC(=O)c1cc(-c2ccc(Cl)cc2)on1 | 31.0%[activator]
Cc1ccc(-n2c(=O)[nH]c3sc4c(c3c2=O)CCCC4)cc1 | 177.3%[activator]
CN(C)[C@@H]1CN(Cc2ccccn2)CC[C@@H]1CO | 15.7%
O=C1c2ccccc2OCC2(CCN([S+](=O)([O-])c3ccccc3)C2)N1[S+](=O)([O-])c1ccccc1 (stereo not given) | ?
COc1ccc(-c2onc(C)c2C(=O)N(C)Cc2cc(OC)c(OC)c(OC)c2)cc1 | 10µM*
COc1ccc(-c2cnc3[nH]cc(CC(=O)N4CCN(C)CC4)c3c2)cc1OC | ?
Cc1ccc(C(=O)N2CCN(c3cc(-c4ccccc4)[nH]n3)CC2)cc1F | i
Cc1cccc(CNC(=O)C2CCN(c3nc4ccc(Cl)cc4[nH]3)CC2)c1 | 94.9%[activator]
CCCn1cc(C(=O)N2CCN(S(=O)(=O)N3CCCC3)CC2)c(C)n1 | -11.0%
CCc1csc(CNC(=O)c2ccc(N(C)Cc3cnn(C)c3)nc2)n1 | -18.4%
Cn1cccc1CN1CCC2(CC1)C(=NC1CCCCC1)NC(=O)N2c1cc(F)cc(F)c1 | ?
Cc1ccc(C)c(Cn2c(=O)n(Cc3ccco3)c(=O)c3oc4ccccc4c32)c1 | 22.8%
CCOc1ccc(CCNC(=O)CCCn2nc(C)c3sc4ccccc4c3c2=O)cc1 | -16.5%
Cc1cc(C(=O)N2C[C@@H](CO)[C@H](c3nc(C4CC4)no3)C2)ccn1 | ?
CCN(CC)Cc1ccc2c(c1)CN(C(=O)Nc1cccc(F)c1)CCO2 | ?
Cc1cc(Br)ccc1NC(=O)C1CCN(S(=O)(=O)c2cccc3nsnc23)CC1 | -27.5%
COc1cc(Nc2nc(SCc3ccccc3Cl)nc3ccccc23)cc(OC)c1 | ?
Cc1ccc(C(=O)N2CCn3c(nn(-c4ccncc4)c3=O)C2)cc1 | 16.3%
N#Cc1ccccc1CN1CCCCCCNC(=O)[C@@H]2C[C@@H](C(=O)N3CCc4ccccc4C3)C[C@@H]21 | 3.16µM*
CCOC(=O)c1[nH]c2c(c1Cc1ccccc1)C(=O)CC(c1ccccc1)C2 (stereo not given) | ?
Cc1cccc(C(=O)N2CCOC(CCCc3ccccc3)C2)n1 (stereo not given) | 7.0%
CCC(CC)c1cc([C@H]2CN3CC[C@H]2C[C@@H]3CNC(=O)c2ccco2)nc(-c2ccncc2)n1 | ?
Cc1ccc(CN2CCNC(=O)C2CC(=O)N(CC(C)C)CC(C)C)cc1 (stereo not given) | ?
CC1CCN(C(=O)CC(c2ccc(Cl)cc2)c2cn(C)c3ccccc23)CC1 (stereo not given) | 7.94µM*
O=C(NCC(c1cccnc1)N1CCN(c2ccccc2F)CC1)C(=O)Nc1ccc(F)cc1F (stereo not given) | 3.16µM*
COc1cccc(CN2CCC(Oc3ccc(C(=O)NC4CCCC4)cc3Cl)CC2)c1 | 11.2µM*
COc1ccc(-c2cc(-c3ccc4c(c3)C(=O)NC4)cn3cncc23)cc1 | ?
COC(=O)c1ccc(C2C=C(c3ccc(Cl)cc3)Nc3nc4ccccc4n32)cc1 (stereo not given) | ?
O=C(c1ccncc1)N1CCN(c2ccc(Cl)nn2)C(=O)C1 | 5.5%
COc1cccc(C2SCC(=O)Nc3c2c(C)nn3-c2ccc(C)c(Cl)c2)c1OC (stereo not given) | ?
COC(=O)c1ccccc1NC(=O)c1cc2nc(-c3ccc(OC)cc3)cc(C(F)(F)F)n2n1 | 20.2%
COc1ccc(-c2ccc3ncn(Cc4ccccn4)c(=O)c3n2)cc1F | -10.5%[44.1 µM]
Cc1nc(-n2nc(C)c(Cc3ccc(Cl)cc3)c2C)sc1C(=O)N1CCCCC1C (stereo not given) | -3.6%
O=C(c1c(F)ccc(F)c1F)N1CCCC(c2nc(-c3ccncc3)ncc2-c2ccccc2)C1 (stereo not given) | -17.5%
CN(C(=O)Cc1cccc(Cl)c1)C1CCCc2ccccc21 (stereo not given) | 14.1µM*
COc1ccc(C(=O)N2CC(C(=O)NCCc3ccncc3)C3(CCOCC3)C2)cc1 (stereo not given) | 19.4%
COc1cc(NC(=O)CSc2ncc3c(n2)-c2ccc(Cl)cc2N(Cc2ccccc2)S3(=O)=O)cc(OC)c1 | 22.0%
Cn1cc(-c2cnc3[nH]cc(CC(=O)NCc4ccc5c(c4)OCO5)c3c2)cn1 | -4.4%[44.1 µM]
COc1ccc(-c2nn(-c3cccc(F)c3)c3c2cnc2cc(OC)c(OC)cc23)cc1 | ?
O=C(NCc1ccc(F)cc1)C1CCc2nnc(C3CCN(C(=O)c4ccc(Cl)cc4Cl)CC3)n21 (stereo not given) | 53.4%[activator]
COCC[C@]1(O)CCN(C(=O)Cc2coc3cc(C)c(Cl)cc23)C[C@H]1C | -18.7%
CC(C)c1noc(-c2cn(C3CCN(C(=O)c4cc5ccccc5[nH]4)C3)nn2)n1 (stereo not given) | i
Cc1cccc(CC(=O)NCC2Cn3cccc3C(=O)N2C)c1 (stereo not given) | ?
The list goes on:
SMILES | Pf Dd2 growth
CC(=O)C1=C(c2ccc(F)cc2)N(C(C)=O)n2c(nnc2C2CCCCC2)S1 | ?
O=C(Cn1cc(SCc2ccc(C(F)(F)F)cc2)c2ccccc21)N1CCOCC1 | -8.7%
COc1ccc(-c2[nH]ncc2CNc2cc(C3CC(O)C3)nc(C)n2)cc1 (stereo not given) | -8.2%
O=c1[nH]c(N2CCOCC2)nc2c1CCN(Cc1cc(Br)ccc1F)CC2 | ?
O=C(NCc1ccc2c(c1)CCN2C(=O)c1ccccc1)c1ccc(Br)o1 | i
CCc1ccc(CNC(=O)c2c3c(nc4ccccc24)C(=O)N(C2CCCCC2)C3)cc1 | 15.0%
NC(=O)[C@H](Cc1cccs1)NC(=O)C1=C[C@@H](NC(=O)NC2CCCCC2)[C@@H](O)[C@H](O)C1 | -8.1%
COc1ccc2nc(N3CCN(C(=O)C4CC4)CC3)sc2c1 | i
Cc1c(Cl)cccc1NC(=O)CSc1nc(=O)n(Cc2ccccn2)c2c1CCC2 | -1.1%
COc1ccc(OC)c(-c2cc(Cl)c3c(c2)CC(CNC(=O)C(C)(C)C)O3)c1 (stereo not given) | -16.2%
CCc1ccc(-n2nnc(-c3nc(-c4ccc(C)cc4)no3)c2N)cc1 | 12.0%
Cc1ccc(C(=O)Nc2nc3nc(C)cc(=O)n3[nH]2)cc1 | -4.9%
COc1ccc(C(=O)Nc2ccc(-c3cc(C(F)(F)F)nn3-c3ccccc3)cc2)cc1OC | i
O=C(CNS(=O)(=O)c1cccs1)N1CCN(c2cccc(C(F)(F)F)c2)CC1 | 10.3%
O=C1CCN(Cc2c[nH]c3ccccc23)CCCC(C(=O)NCc2ccccc2)CCN1 (stereo not given) | ?

Next part; the last 2 above are carried over.
SMILES | Pf Dd2 growth
O=C(CNS(=O)(=O)c1cccs1)N1CCN(c2cccc(C(F)(F)F)c2)CC1 | 10.3%
O=C1CCN(Cc2c[nH]c3ccccc23)CCCC(C(=O)NCc2ccccc2)CCN1 (stereo not given) | ?
O=C(c1ccc(F)c(F)c1)N1CCCC(n2cc(-c3nc(-c4ccccc4)no3)nn2)C1 (stereo not given) | ?
CCOc1ccc(C(=O)N2CCC3(CC2)NC(=O)N(c2ccc(F)cc2)N3)cc1 | -9.3%
O=C(c1ccc(C(F)(F)F)cc1)N1CCC2(CC1)Cc1ccccc1NC2=O | -5.4%
COc1ccc(CNC(=O)c2ccc(Cn3ccn4nc5c(c4c3=O)CCCC5)cc2)cc1OC | -12.3%
CCOc1ccccc1NC(=O)CN1C(=O)C(c2ccccc2)=NC12CCCC2 | ?
CCCC(=O)N(C)CC1CCOCC1 | -12.5%
O=C(Cn1ccn2nc(-c3ccccc3)c(CO)c2c1=O)NCCc1ccccc1 | i
CC(C)n1cc2cc(C(=O)NCc3ccc(N4CCOCC4)cc3)sc2c1 | ?
CNC(=O)[C@@H]1CN(C(=O)c2ccc(OC)cc2C)C[C@H]1COC | 19.7%
CC(C)c1ccc(NC(=O)N2c3ccccc3Sc3ccccc32)cc1 | ?
CCS(=O)(=O)N(C1CC1)C1CCOC2(CCN(C(=O)c3cccc(OC)c3)CC2)C1 (stereo not given) | i
N#Cc1ccc(CN2CCC3(CC2)COCCN3C(=O)c2ccccc2)cc1 | -16.4%[44.1 µM]
O=C(CC1N=C2c3ccccc3N=C(SCc3ccc(F)cc3)N2C1=O)NCc1ccc2c(c1)OCO2 (stereo not given) | -11.3%
Cc1ccc(C2Cn3nnc(C(=O)NCC4CC4)c3CO2)cc1 (stereo not given) | -0.5%
Nc1c(C(=O)Nc2ccc(F)c(Cl)c2)sc2nc3c(cc12)N1CCC3CC1 | ?
CC(C)n1cnnc1CN1CCN(Cc2ccccn2)[C@@H]2CS(=O)(=O)C[C@@H]21 | -11.4%
Cc1oc(-c2cccc(Oc3ccccc3)c2)nc1CN1CCOC(CCN)C1 (stereo not given) | 7.08µM*
Cc1cc(C)c(S(=O)(=O)N2CC(c3nc(Cc4ccccc4)no3)C2)c(C)c1 | -22.3%
CC(C)CCN1CC2(CCN(C(=O)CCC3NC(=O)NC3=O)CC2)OC1=O (stereo not given) | -7.5%
CCc1ccc(CN(C(=O)c2cc(=O)c3ccc(C)cc3o2)C2CCS(=O)(=O)C2)cc1 (stereo not given) | ?
Cc1sc2ccn(C)c(=O)c2c1C(=O)NCc1ccc(F)cc1Cl | -26.2%
Cc1ccc(C2Cn3nnc(-c4nc(-c5ccccc5)no4)c3CO2)c(C)c1 (stereo not given) | -20.3%
CCCCC(=O)Nc1cc(-c2cn3cccnc3n2)ccc1C | -4.0%
O=C(NCC1CC1)c1nc2c(o1)CCN(Cc1cccc(F)c1)CC2 | ?
Cc1cc(C)c2c(=O)cc(C(=O)Nc3ccc(C)c(Cl)c3)oc2c1 | 7.9%
CCC1c2nccn2CCCN1C(=O)c1ccc(Cn2cncn2)o1 (stereo not given) | 12.3%
Cc1nn(-c2ccccc2)c(Oc2ccccc2F)c1CCC(=O)NCC1CC1 | i
Cc1ccc(C(=O)N2CCc3[nH]nc(C(=O)NCCCc4ccccc4)c3C2)cc1 | i
O=C(Cc1ccc(F)cc1)N1CCC(n2cc(-c3nc(-c4ccccc4)no3)nn2)C1 (stereo not given) | -4.7%
COC(=O)CSc1nc(-c2ccc(F)cc2)cc(C(F)(F)F)n1 | -13.7%

In another format: results already given.
| smiles | Pf Dd2 growth |
| --- | --- |
| CCc1ccc(CN(C(=O)c2cc(=O)c3ccc(C)cc3o2)C2CCS(=O)(=O)C2)cc1 (stereo not given) | ? |
| Cc1sc2ccn(C)c(=O)c2c1C(=O)NCc1ccc(F)cc1Cl | -26.2% |
| Cc1ccc(C2Cn3nnc(-c4nc(-c5ccccc5)no4)c3CO2)c(C)c1 (stereo not given) | -20.3% |
| CCCCC(=O)Nc1cc(-c2cn3cccnc3n2)ccc1C | -4.0% |
| O=C(NCC1CC1)c1nc2c(o1)CCN(Cc1cccc(F)c1)CC2 | ? |

Other compounds follow:
SMILES | Pf Dd2 growth
Cc1cc(C)n(CC(=O)Nc2ccc(F)c(F)c2)c(=O)c1C#N | 99.7%[activator][5.79 µM]
O=C(NC1CCCCC1)N1CCCC(CN2CCCC2)CC1 (stereo not given) | -16.2%
CC(C)n1nc(C2CCOC2)nc1-c1n[nH]c2ccccc12 (stereo not given) | -5.0%
CCCN1CCc2nc(N3CCN(c4ncccn4)CC3)ncc2C1 | ?
CC1=C(c2ccc(C)cc2)S(=O)(=O)NC1=NCCCN1CCN(c2cc(C)ccc2C)CC1 | ?
Cc1cc(=O)oc2c3c(ccc12)OCN(Cc1ccc(Cl)cc1)C3 | 5.62µM*
CCOC(=O)C1(Cc2ccccc2F)CCCN(C(=O)c2coc3c2C(=O)CCC3)C1 (stereo not given) | i

In a second layout: results already given.
> CC1=C(c2ccc(C)cc2)S(=O)(=O)NC1=NCCCN1CCN(c2cc(C)ccc2C)CC1
- Pf Dd2 growth = ?
> Cc1cc(=O)oc2c3c(ccc12)OCN(Cc1ccc(Cl)cc1)C3
- Pf Dd2 growth = 5.62µM*

This is a subset (hit frequency here may not be typical).
